Screens from PubChem.
Platelet DG rel: inhibitors of platelet dense granule secretion, primary screen, cell-based, MLPCN, human platelets; human platelet-rich plasma, SFLLRN dense granule ATP release, luminescence; inhibition, %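 (compounds screened at 7.5 µM in platelet-rich plasma)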; 300,000 tested, 0.22% active;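 active = mean replicate score, as percent of positive control, at or above 50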
KLF5 inh: KLF5 expression inhibitors, primary screen, DLD-1 cells, luminescence; inhibition, % at 5 µM; DLD-1 KLF5 promoter-luciferase reporter; 290,000 tested, 0.23% active; AID 1700, 2009;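 active = inhibition above a per-plate limit of that plate's mean compound inhibition plus 3 SD, cut at about 60% in these data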;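 also: 0% = DMSO wells and 100% = LY294002 at 200 µM; higher means less KLF5 promoter-driven luciferase light; inactives centre near -14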
GSK3 alpha inh: blockers of GSK3A enzyme activity – biochemical, luminescence, cell-free homogeneous, HTS, primary screen. Glycogen synthase kinase-3 alpha (Homo sapiens), P49840. GSK-3 alpha kinase, ADP-Glo luminescence, 60 min. inhibition, % at 10 µM. 320,000 tested, 0.1% active. AID 2650, 2010;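 in the data active = inhibition above about 50%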;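 also: GST-tagged GSK-3 alpha with peptide substrate and 25 µM ATP; 0% = DMSO neutral wells and 100% = GW8510 positive control wells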
Target sequence (P49840 whole entry, looked up): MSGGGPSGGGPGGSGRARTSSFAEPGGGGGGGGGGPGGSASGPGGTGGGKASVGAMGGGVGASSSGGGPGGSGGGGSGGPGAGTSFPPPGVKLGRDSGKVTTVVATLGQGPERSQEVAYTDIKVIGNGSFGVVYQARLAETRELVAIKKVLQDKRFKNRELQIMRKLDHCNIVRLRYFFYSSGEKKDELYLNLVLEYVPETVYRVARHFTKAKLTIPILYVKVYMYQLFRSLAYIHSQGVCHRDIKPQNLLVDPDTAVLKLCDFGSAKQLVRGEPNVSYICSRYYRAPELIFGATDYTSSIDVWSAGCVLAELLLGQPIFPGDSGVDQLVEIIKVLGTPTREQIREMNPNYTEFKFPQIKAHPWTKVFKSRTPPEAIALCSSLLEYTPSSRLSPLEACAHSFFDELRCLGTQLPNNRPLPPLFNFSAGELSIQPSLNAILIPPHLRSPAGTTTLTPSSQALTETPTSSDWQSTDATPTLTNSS
HSF1 inhib: HSF1 inhibitors in luciferase reporter cells, primary screen, cell-based, NIH3T3, luminescence. NIH3T3-HGL HSE-luciferase, MG132-induced, luminescence 8 h; stronger effect = lower value. activity change, negative = inhibition, % at 7.5 µM (by protocol). 300,000 tested, 0.77% active. AID 2098, 2009;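 active = more than half of replicate wells show activity change below -50%, luminescence cut by over half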;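 also: luciferase reports HSF-1 transcriptional activity via heat shock element; 0% = median of DMSO wells and -100% = zero luminescence signal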
GSK3beta inhib: human GSK3beta kinase inhibitors, primary screen, biochemical, cell-free homogeneous, HTS. activity score (negative = inhibition), % at 10 µM. GST-GSK3beta kinase, ADP-Glo luminescence, 60 min; stronger effect = lower value. Glycogen synthase kinase-3 beta (Homo sapiens), P49841. AID 2097, 2009. 300,000 tested, 0.038% active;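 active = more than half of replicate wells score below -50%, meaning over 50% inhibition versus plate controls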;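 also: 0% = median DMSO wells and -100% = median GW8510 positive control wells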
Target sequence (P49841 whole entry, looked up): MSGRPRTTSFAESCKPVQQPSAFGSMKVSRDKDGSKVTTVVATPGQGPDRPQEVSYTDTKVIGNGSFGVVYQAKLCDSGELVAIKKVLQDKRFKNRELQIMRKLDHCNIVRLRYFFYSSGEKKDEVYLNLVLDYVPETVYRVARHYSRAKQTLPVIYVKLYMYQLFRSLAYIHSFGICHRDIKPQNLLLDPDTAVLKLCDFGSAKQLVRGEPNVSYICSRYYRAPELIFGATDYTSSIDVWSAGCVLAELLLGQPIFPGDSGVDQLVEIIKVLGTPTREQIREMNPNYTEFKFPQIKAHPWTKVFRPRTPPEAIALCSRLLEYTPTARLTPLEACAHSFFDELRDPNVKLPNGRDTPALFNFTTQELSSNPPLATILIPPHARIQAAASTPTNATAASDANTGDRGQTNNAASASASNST
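Test system: GST-tagged human GSK3beta kinase, cell-free; evaluation: activity score scaled between in-plate DMSO and GW8510 controls; measured by: ADP-Glo luminescence; incubation: 60 min reaction, RT; benchmarks: DMSO and 20 µM GW8510; reagent: peptide substrate plus 25 µM ATP (final); medium: Tris/MgCl2 kinase buffer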
HSP90 inh: HSP90 inhibitors, primary screen, cell lysate, luminescence | 290,000 tested, 0.91% active | Rabbit reticulocyte lysate, luciferase refolding luminescence, 3 h | inhibition, % at 5.6 µM;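 active = inhibition above the screen-wide mean plus 3 SD, computed separately per campaign, cut at about 16% in these data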;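 also: 0% = DMSO wells and 100% = 60 µM geldanamycin wells; inhibitors lower the luminescence because luciferase stays unfolded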
Dyrk1A ADPGlo: rat Dyrk1A kinase inhibitors, primary screen, biochemical, single point, plate reader | inhibition, % at 12.5 µM | 310,000 tested, 0.43% active | ADP-Glo luminescence, NFATc1 peptide | Dual specificity tyrosine-phosphorylation-regulated kinase 1A (Rattus norvegicus), Q63470; in the data active = inhibition above about 50%;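 also: plate controls were vehicle with enzyme for no effect and no enzyme for full effect; many of its hits are not listed in these tables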
IEC-6 tox: cytotoxicity in IEC-6 intestinal epithelial cells, primary screen, cytotoxicity control for KLF5 inhibitor project, cell-based, luminescence; IEC-6 cytotoxicity, luminescence viability; inhibition, % at 5 µM; 290,000 tested, 0.78% active; in the data active = inhibition above about 22%;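 also: 0% = plate median of test compound wells and 100% = cytotoxic reference compound wells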
HSF1 activator: HSF-1 activators, primary screen, NIH3T3-HGL cells, MG132 stress, luminescence, single point | NIH3T3-HGL HSF-1 luciferase reporter, 8 h; 100% = twice DMSO control signal | activation, % at 9 µM | 300,000 tested, 1.7% active | AID 504408, 2011;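 active = mean replicate activation of at least 50% with a set share of replicates each reaching 50%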;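 also: 0% = median of the neutral control wells and 100% = twice that signal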
aSyn 5UTR inh: MLPCN primary screen, SNCA 5' untranslated region; alpha-synuclein 5'UTR reporter, inhibitor activity; inhibition, % (tested at 7.5 µM); 300,000 tested, 0.82% active; in the data active = inhibition above about 60%;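 also: H4 neuroglioblastoma cells stably carrying SNCA 5'UTR luciferase fusion; 0% = DMSO wells and 100% = positive control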
Active calls of the source: *; . = not tested or not shown.

No.	Compound	Platelet DG rel	KLF5 inh	GSK3 alpha inh	HSF1 inhib	GSK3beta inhib
1	COc1ccc(NC(=O)CCN2CCN(S(=O)(=O)c3ccc(OC)cc3)CC2)cc1	4	-24	1	-91*	3
2	O=C(c1ccc2c3n(nc2c1)-c1ccccc1CO3)N1CCCCC1	20	.	32	2	-19
3	COc1cccc(NC(=O)CCC(=O)Nc2ccc3nc(N4CCOCC4)cc(C)c3c2)c1	15	-26	0	19	-1
4	Cc1ccc(S(=O)(=O)N2CCOCC2)cc1C(=O)OC(C)C(=O)c1ccccc1 (stereo not drawn)	-3	.	2	2	-2
5	COc1ccc(CCNC(=O)CCSCc2ccccc2F)cc1OC	3	-26	-1	-11	-3
6	CC(C)[C@H](NC(=O)C1CCCC1)c1nc2ccccc2[nH]1	1	-11	-2	5	-2
7	CC(=O)Nc1cc2c(nc1C)nc(C)n2Cc1ccc(Br)cc1	0	17	-5	-6	-1
8	CC(=O)C1C(=O)c2c(cccc2[N+](=O)[O-])C1=Nc1ccc(S(N)(=O)=O)cc1 (stereo not drawn)	-10	-15	6	-91*	-2
9	Cc1ccc(S(=O)(=O)NCc2ccc(C(=O)NC3CCCCC3)cc2)cc1	3	-17	2	-1	1
10	COc1ccc(Cc2nc3ccccc3n2CC(=O)N/N=C/c2ccc(C)cc2O)cc1OC	2	-6	9	-2	-2
11	CCOc1ccc(OCCC(=O)OCC(=O)Nc2ccc(Cl)cn2)cc1	-2	.	1	4	1
12	COCCN1CC(C(=O)N2CCC(Oc3ccccc3OC)CC2)CCC1=O (stereo not drawn)	-4	-2	-4	-5	0
13	COc1ccc(CSc2nnc(C)n2N)cc1	-1	19	1	2	0
14	CCCCNC(=O)C1CCN(C(=O)Nc2ccc(C)cc2)CC1	2	-24	0	-10	4
15	O=C(CCl)Nc1cc(SCC(O)CO)cc([N+](=O)[O-])c1 (stereo not drawn)	4	84*	.	-71*	-1

No.	HSP90 inh	Dyrk1A ADPGlo	IEC-6 tox	HSF1 activator	aSyn 5UTR inh
1	4	2	0	-94	1
2	.	44	.	-2	-10
3	-2	-5	3	44	-149
4	.	2	.	1	16
5	-1	4	6	-6	-4
6	1	.	-6	33	26
7	3	17	-3	-18	15
8	-2	35	3	-92	6
9	-3	4	-5	-2	8
10	-4	-9	-2	2	9
11	.	2	.	2	5
12	6	-3	11	-14	2
13	4	3	6	6	-20
14	1	-16	-5	-6	3
15	4	-1	14	-73	110*

aSyn 5UTR inh, what is marked active above
item	mol	Platelet DG rel	KLF5 inh	GSK3 alpha inh	HSF1 inhib	GSK3beta inhib	HSP90 inh	Dyrk1A ADPGlo	HSF1 activator	aSyn 5UTR inh
15	O=C(CCl)Nc1cc(SCC(O)CO)cc([N+](=O)[O-])c1 (stereo not drawn)	4	84*	.	-71*	-1	4	-1	-73	110*

Carrying on:
No.	Compound	Platelet DG rel	KLF5 inh	GSK3 alpha inh	HSF1 inhib	GSK3beta inhib
16	COc1ccc(C2(c3ccc(OC)cc3)NC(=O)N(CC(=O)Nc3ccccc3)C2=O)cc1	3	-20	0	9	-2
17	COc1ccc(NC(=O)CSc2nccn2Cc2ccco2)c(OC)c1	-11	-28	-2	0	0
18	O=C(O)Cc1ccc(NC(=O)COc2ccc3ccccc3c2)cc1	10	-21	1	3	3
19	CCOC(=O)Cc1csc(NC(=O)CSc2nnc(-c3ccc(NS(=O)(=O)CC)cc3)o2)n1	12	-5	-3	-4	-2
20	Cc1ccccc1CSCCNC(=O)CSCc1ccc([N+](=O)[O-])cc1	1	-15	-1	12	4
21	Cc1ccc2nc(NCC(N)=O)nc(-c3ccccc3)c2c1	0	-21	-2	-1	0
22	CCOCCCn1c(=S)[nH]c2cc(C(=O)NCCOC)ccc2c1=O	11	-15	0	2	-3
23	O=C(COc1ccccc1Cl)Nc1cnn(Cc2ccccc2)c1	7	-14	-4	4	1
24	Cc1ccc(NC(=O)CN(C)C(=O)COc2c(Cl)cc(Cl)c3ccc(C)nc23)cc1	0	2	-1	13	3
25	CC(C)(C)c1ccc(C(=O)N2CCN(C(=O)c3ccco3)CC2)cc1	37	1	-2	4	2
26	COc1ccc(CN2C(=O)c3cccnc3C2=O)cc1S(=O)(=O)NCc1ccccc1	10	-13	-2	-3	1
27	CCC1(CC)C(=O)N(C)C(=O)NC1=Nc1ccc(OC)cc1	1	-29	2	-1	2
28	Cc1cccc(CSc2ccc(-c3ccco3)nn2)c1	6	0	-2	15	-4
29	CCCCC(=O)N(CCOC)c1nnc(-c2ccccc2C)s1	12	-14	-1	-5	1
30	CCOC(=O)C1CCN(C(=O)C2CC(=O)N(c3ccc4c(c3)OCCO4)C2)CC1 (stereo not drawn)	0	-2	0	8	2

No.	HSP90 inh	Dyrk1A ADPGlo	IEC-6 tox	HSF1 activator	aSyn 5UTR inh
16	-2	-2	-11	19	-3
17	-6	0	-2	11	-26
18	-3	-2	-4	15	-2
19	2	-5	1	-4	-3
20	-2	-5	6	16	19
21	3	.	8	17	28
22	-1	6	3	-2	12
23	-1	-1	13	4	-23
24	-4	-2	-2	11	-24
25	2	-4	6	-1	14
26	-4	6	-3	-1	21
27	3	-3	-4	2	-9
28	-2	-11	3	20	-174
29	-4	-5	3	-2	-2
30	-2	-3	-6	6	-21

An excerpt from above in order of their number in GSK3 alpha inh, descending:
entry | molecule | Platelet DG rel | KLF5 inh | GSK3 alpha inh | HSF1 inhib | GSK3beta inhib | HSP90 inh | Dyrk1A ADPGlo | HSF1 activator | aSyn 5UTR inh
27 | CCC1(CC)C(=O)N(C)C(=O)NC1=Nc1ccc(OC)cc1 | 1 | -29 | 2 | -1 | 2 | 3 | -3 | 2 | -9
18 | O=C(O)Cc1ccc(NC(=O)COc2ccc3ccccc3c2)cc1 | 10 | -21 | 1 | 3 | 3 | -3 | -2 | 15 | -2
22 | CCOCCCn1c(=S)[nH]c2cc(C(=O)NCCOC)ccc2c1=O | 11 | -15 | 0 | 2 | -3 | -1 | 6 | -2 | 12
24 | Cc1ccc(NC(=O)CN(C)C(=O)COc2c(Cl)cc(Cl)c3ccc(C)nc23)cc1 | 0 | 2 | -1 | 13 | 3 | -4 | -2 | 11 | -24
21 | Cc1ccc2nc(NCC(N)=O)nc(-c3ccccc3)c2c1 | 0 | -21 | -2 | -1 | 0 | 3 | . | 17 | 28
19 | CCOC(=O)Cc1csc(NC(=O)CSc2nnc(-c3ccc(NS(=O)(=O)CC)cc3)o2)n1 | 12 | -5 | -3 | -4 | -2 | 2 | -5 | -4 | -3
23 | O=C(COc1ccccc1Cl)Nc1cnn(Cc2ccccc2)c1 | 7 | -14 | -4 | 4 | 1 | -1 | -1 | 4 | -23

(continued)
No.	Compound	Platelet DG rel	KLF5 inh	GSK3 alpha inh	HSF1 inhib	GSK3beta inhib
31	Cn1cc(C=O)c(-c2ccc3c(c2)OCCCO3)n1	0	-46	-1	42	.
32	COc1cccc(C(=O)NCC(=O)NNc2ncnc(N)c2[N+](=O)[O-])c1	-1	-2	-2	-1	3
33	COc1ccc(S(=O)(=O)N2CCC3(CC2)OCCN3S(=O)(=O)c2ccc(OC)cc2)cc1	-2	.	-1	2	5
34	COc1ccc(-c2cc(C3CCN(C(=O)OC(C)(C)C)CC3)[nH]n2)cc1	-6	-16	0	-17	-2
35	Clc1ccc(-n2ncc3c(NCc4ccco4)ncnc32)cc1	10	-95	-1	-2	2
36	CC(C)(O)C#Cc1ncc(C(F)(F)F)cc1Cl	-5	-5	12	-9	1
37	COc1cc2c(cc1O)C(Cc1ccc(O)cc1)NCC2 (stereo not drawn)	0	-12	.	3	4
38	Cc1cccc(NC(=O)c2cc3cc([N+](=O)[O-])ccc3s2)n1	-7	-6	0	1	2
39	Cc1noc(C(=O)NCc2cccnc2)c1Cl	-11	-32	9	-4	-4
40	O=C1N=C(N2CCN(c3cccc4ccccc34)CC2)S/C1=C/c1cccs1	-8	-41	0	2	2
41	Cc1sc2ncnc(SCC(=O)NCC(C)C)c2c1C	1	-13	2	1	0
42	CCOC(=O)Nc1ccc(Cc2ccncc2)cc1	7	-33	-9	-2	3
43	COc1cc(CNCc2c[nH]c3ccccc23)cc(OC)c1	9	-33	1	-2	1
44	O=C(/C=C/c1ccc2ccccc2n1)N1CCN(c2ccccc2)CC1	-2	-5	3	8	6
45	S=C(c1nc2ccccc2[nH]1)N1CCOCC1	-3	-2	-1	-5	1

No.	HSP90 inh	Dyrk1A ADPGlo	IEC-6 tox	HSF1 activator	aSyn 5UTR inh
31	2	0	3	89*	-52
32	3	.	2	5	1
33	.	1	.	3	2
34	0	.	8	-17	2
35	0	-12	8	41	-227
36	-3	.	-6	-10	-15
37	-2	1	0	-13	6
38	1	.	0	-15	-85
39	-3	-1	1	-8	-9
40	1	2	4	1	25
41	1	1	3	5	-8
42	-2	.	0	3	-63
43	-2	.	-1	2	18
44	3	3	3	10	10
45	-2	5	6	16	19

The results go on.
No.	Compound	Platelet DG rel	KLF5 inh	GSK3 alpha inh	HSF1 inhib	GSK3beta inhib
46	CCC(C)NC(=O)C(=O)NCc1ccccn1 (stereo not drawn)	10	-13	-2	-6	0
47	Cc1cccc(NC(=O)CC2(CC(=O)O)CCCC2)c1	1	-25	-2	-4	-1
48	O=C(O)CCC(=O)NCC(=O)c1ccc(F)cc1	2	-21	0	-6	0
49	O=C(Nc1ccccc1C(=O)NCCN1CCOCC1)c1ccco1	5	0	-1	-3	-3
50	CN(C)/C=C/C(=O)c1ccc(C(F)(F)F)cc1F	-22	-3	-2	4	-2
51	NC(=O)COC(=O)c1cc(Cl)cc(Cl)c1N	2	-12	0	-4	-1
52	O=C(c1cc(Sc2ccc(Cl)cc2)nc2ccccc12)N1CCN(c2ccccn2)CC1	.	4	9	.	.
53	CN(Cc1nc(-c2ccncc2)no1)S(=O)(=O)c1ccccc1	-2	-7	6	7	0
54	CC(C)(C)C(=O)Nc1ccc(NC(=O)C(C)(C)C)cc1	-2	-28	-1	3	0
55	CC(=O)COC(=O)c1cc(-c2ccc(C)cc2)nc2ccccc12	1	-23	-2	5	-1
56	CCCc1nc(SCC(=O)Nc2ccccc2)c2c(=O)n(C)c(=O)n(C)c2n1	-3	-36	3	-6	0
57	Cc1cc(NCCCn2ccnc2)n2nc(C)c(-c3ccccc3)c2n1	7	-51	-1	1	3

No.	HSP90 inh	Dyrk1A ADPGlo	IEC-6 tox	HSF1 activator	aSyn 5UTR inh
46	3	1	1	0	3
47	-6	0	-5	0	-4
48	2	.	0	-4	3
49	1	-5	2	8	-7
50	2	-8	10	18	-58
51	0	7	-6	0	-12
52	1	.	4	.	.
53	1	0	1	44	13
54	4	4	-1	3	-50
55	7	-13	6	5	-17
56	-5	1	-1	-17	11
57	3	-2	-1	25	-140

Some of the compounds tested, so the mix of outcomes need not match the whole.
